Mdm2 MdmX PPI: disrupts the human Mdm2-MdmX interaction; O15151+Q00987; inhibition, % at 8 µM; actives 3% (n = 330,000); SaOS-2 split-luciferase Mdm2/MdmX complementation, luminescence; AID 485346;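 active = inhibition of at least 50% at 8 µM in the primary screen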
Jurkat NFkB inh: lowers PMA/ionomycin-induced NF-kB signal in Jurkat cells. actives 0.53% (n = 330,000). inhibition, % at 4 µM. PMA/ionomycin-induced NF-kB luciferase reporter, luminescence. AID 435003; in the data active = inhibition above about 50%
Gli-Sufu block: antagonists of Gli-Sufu signaling | inhibition, % at 5 µM | AID 588413 | Sufu-KO-LIGHT fibroblasts, Gli luciferase reporter luminescence | actives 0.74% (n = 340,000);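 active = inhibition above about 55%, limit read from the data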;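 also: 0% = DMSO-treated cells and 100% = wells with medium but no cells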
697 NFkB inh: lowers PMA/ionomycin-induced NF-kB signal in 697 B cells; 697 B-cell NF-kB luciferase reporter, 16 h; inhibition, % at 4 µM; actives 0.33% (n = 330,000); AID 435022; in the data active = inhibition above about 35%
CCR6 antagonist: CCR6 (human) receptor antagonism; P51684; CHO-K1 CCR6 PathHunter beta-arrestin, luminescence, CCL20-stimulated; inhibition, % at 20 µM; actives 0.49% (n = 340,000);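 active = compounds whose inhibition of the agonist-driven luminescence signal at 20 µM reaches about 50%, limit read from the data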;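 also: cells stimulated with CCL20 at 14 nM final; plate controls were DMSO with CCL20 for no effect and DMSO without agonist for full effect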
EBI2 antag: blocks human EBI2 receptor beta-arrestin signaling; P32249; EBI2 beta-arrestin recruitment, luminescence, 7a,25-OHC stimulated; inhibition, % at 5 µM; actives 0.81% (n = 360,000); AID 651636; in the data active = inhibition above about 38%;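 also: enzyme fragment complementation signal reports receptor beta-arrestin coupling in cells; 0% = agonist plus DMSO wells and 100% = wells without agonist; some results beyond the cut were filed as inactive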
Target sequence (P32249 whole entry, looked up, the tested form may be a part): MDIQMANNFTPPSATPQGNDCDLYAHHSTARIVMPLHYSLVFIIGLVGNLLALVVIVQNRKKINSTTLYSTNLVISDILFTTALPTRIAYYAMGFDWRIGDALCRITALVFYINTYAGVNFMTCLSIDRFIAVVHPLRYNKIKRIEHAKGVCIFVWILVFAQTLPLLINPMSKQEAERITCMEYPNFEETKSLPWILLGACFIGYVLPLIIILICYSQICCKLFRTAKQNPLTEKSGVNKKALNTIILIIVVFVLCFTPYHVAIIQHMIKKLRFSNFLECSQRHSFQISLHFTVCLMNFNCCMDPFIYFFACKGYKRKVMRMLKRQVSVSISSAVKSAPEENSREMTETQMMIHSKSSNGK
UPR CHOP act: apoptotic UPR (CHOP) activation. CHO-CHOP luciferase reporter, luminescence; percent of tunicamycin response over DMSO baseline. actives 0.34% (n = 330,000). activation, % at 10 µM. AID 449763;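 active = at 10 µM dose, activation of 40% or more, normalized to positive control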;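 also: 100% = tunicamycin at 10 µg/mL and 0% = DMSO alone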
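Test system: CHO CHOP reporter cells. Input: 500 CHO-CHOP cells per well. Medium: F12 with 10% FBS. Technique: luciferase luminescence. Measure: percent activation relative to tunicamycin control. Dosing: 10 µM compound, 0.5% DMSO. Timing: 16-18 h cell attachment, then 6 h compound exposure, 37 °C.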
UPR XBP1 act: adaptive UPR (XBP1) activation | actives 0.33% (n = 330,000) | CHO-XBP1 luciferase reporter, IRE1-XBP1 UPR activation, luminescence; percent of tunicamycin response, DMSO as zero | AID 463104 | activation, % at 20 µM;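 active = versus positive control, 20 µM dose yields 30% or more activation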;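 also: 100% = tunicamycin at 10 µg/mL and 0% = DMSO only wells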
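Material: CHO-XBP1 cells stably carrying IRE1-XBP1-driven luciferase reporter / Amount: 1000 cells per well / Compound: 20 µM, 1% DMSO / Times: 6 h treatment, 37 °C / Detection: luciferase luminescence / Measure: % activation of reporter signal versus tunicamycin and DMSO controls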
CXCR6 inh: inhibitors of human CXCR6 receptor | O00574 | CHO-K1 PathHunter CXCR6 beta-arrestin, luminescence | inhibition, % at 20 µM | actives 0.36% (n = 360,000); in the data active = inhibition above about 34%, passing the limit was not always enough;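 also: antagonist mode with CXCL16 agonist at 10 nM final; 0% = 10 nM CXCL16 with DMSO and 100% = unstimulated wells without agonist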
Target sequence (O00574 whole entry, looked up): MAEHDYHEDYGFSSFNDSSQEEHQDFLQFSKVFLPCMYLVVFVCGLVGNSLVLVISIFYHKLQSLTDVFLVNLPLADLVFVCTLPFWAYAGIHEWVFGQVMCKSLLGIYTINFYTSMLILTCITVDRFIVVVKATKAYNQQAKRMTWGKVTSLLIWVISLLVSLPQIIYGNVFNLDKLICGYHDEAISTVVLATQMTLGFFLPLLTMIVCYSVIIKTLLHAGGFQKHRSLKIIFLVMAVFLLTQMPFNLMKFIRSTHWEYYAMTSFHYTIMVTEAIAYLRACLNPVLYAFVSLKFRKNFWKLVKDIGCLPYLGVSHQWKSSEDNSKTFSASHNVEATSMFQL
* marks the source's active call; other numbers are inactive results; . = not tested or not shown.

entry	molecule	Mdm2 MdmX PPI	Jurkat NFkB inh	Gli-Sufu block	697 NFkB inh	CCR6 antagonist	EBI2 antag	UPR CHOP act	UPR XBP1 act	CXCR6 inh
1	C[C@@H](C(=O)Nc1ccc2ccccc2c1)[C@@H]1C[C@@]1(C)[C@@H](NC(=O)c1cnccn1)c1ccccc1	22	4	-3	21	17	75*	-1.1	-2	7
2	CCOC(=O)COc1ccc([N+](=O)[O-])cc1	13	-3	7	-10	5	1	-2.5	-1	-8
3	CCCSc1nc2c(c(=O)[nH]c(=O)n2C)n1Cc1ccccc1	8	-26	21	-14	11	-7	-0.2	3	12
4	COc1ccc(C)cc1S(=O)(=O)N1CCC2(CC1)OCCN2S(=O)(=O)c1ccccc1	1	12	3	-12	12	1	-0.2	0	6
5	COc1cccc(NC(=O)c2sc(NC(=O)c3ccncc3)nc2C)c1	7	13	22	10	4	-3	-2.6	-2	-2
6	O=C1C2C3CCCC3=C3CCCC3C2C(=O)N1c1cccc(Cl)c1 (configuration not stated)	25	16	-13	20	-7	3	-0.7	-2	-5
7	Cc1ccc(NC(=O)CSc2nsc(SCC(=O)Nc3ccc(C)cc3C)c2C#N)c(C)c1	83*	-11	8	14	7	-8	10	1	-1
8	Cc1ccc(-c2nc3ccccc3[nH]2)cn1	-42	-24	-11	-56	-14	6	5.1	-2	12
9	CN(C)C(=O)c1ccc(NC(=O)COc2cccc(Oc3ccccc3)c2)cc1	14	27	5	4	-7	-1	0.7	10	0
10	CC(=O)c1cccc(NC(=O)c2cc(=O)c3ccccc3o2)c1	7	-14	-12	2	9	6	2.0	-2	2
11	Cc1ccc(C(=O)c2cc([N+](=O)[O-])ccc2N2CCOCC2)cc1C	51*	66*	18	-75	8	6	-0.1	2	14
12	CSc1nsc(SC)c1C(=O)Nc1ccc(Cl)cc1	-4	16	13	5	-2	-12	-0.1	-1	-14
13	CC1Cc2ccccc2N1S(=O)(=O)c1cccc(C(=O)NCc2ccccn2)c1 (configuration not stated)	-2	-5	6	3	18	-5	0.7	1	11
14	COc1cccc(C(=O)NC(=S)N2c3ccccc3CC2C)c1OC (configuration not stated)	-3	-9	-10	11	8	-12	-1.8	-2	6
15	CCCCNc1cc(F)nc(N)n1	-14	17	-8	2	-12	-6	0.9	1	0
16	CC(=O)O[C@@H]1[C@H]2[C@@H](C[C@@H](C)[C@@H]3C=CC(=O)[C@@]13C)OC(=O)[C@@H]2C	15	13	9	18	-14	-4	0.8	0	3
17	CCN1CC(CN(C)Cc2cn(-c3ccc(C)cc3)nc2-c2cccc(C)c2)CC1=O (configuration not stated)	21	2	20	-6	12	11	0.4	-1	-11
18	CCN(CC)CCCN1C(=O)C(=O)/C(=C(/O)c2cc(C)ccc2C)C1c1cccnc1 (configuration not stated)	-29	-8	-24	-20	10	0	4.6	-1	4
19	CCOc1ccc(OCCCC(=O)NNC(=O)c2ccncc2)cc1	23	-4	-14	9	-2	5	0.2	3	0
20	c1ccc(SCc2nc(-c3ccncc3)n[nH]2)nc1	-5	13	-8	5	4	-2	3.5	1	0
21	O=C(O)c1ccc2c(c1Nc1ccccc1)C(=O)c1ccccc1C2=O	14	-17	12	-14	23	-6	2.5	0	24
22	CC(=O)c1cccc(NC(=O)C2CCN(S(=O)(=O)c3ccc(F)cc3)CC2)c1	14	1	3	25	13	7	0.2	0	3
23	O=C(NCCc1ccccc1)C1CCCN1C(=O)Nc1ccc(Cl)cc1 (configuration not stated)	16	-7	-2	5	-4	-3	-1.2	-4	2
24	Cc1ccc(C(=O)COC(=O)c2cc(Cl)nc3ccccc23)cc1	-17	-3	-2	13	12	1	0.6	1	11
25	O=C(NCc1ccc(Cl)cc1)C1CCC(=O)N(C2CC2)C1 (configuration not stated)	1	-11	-4	-3	2	-5	-1.1	-5	2
26	Cc1ccc(N2C(=O)c3ccc(C(=O)O)cc3C2=O)cc1C	8	-2	-2	1	27	-4	-1.1	-1	6
27	COc1ccc(S(=O)(=O)N2CCC(C(=O)NCC3CC3)CC2)cc1	-27	-34	-11	-28	18	3	-0.7	-1	-6
28	O=C(CCc1ccccc1)Nc1c(F)cccc1F	8	-16	-39	-57	-9	-1	5.2	2	2
29	CCC(C)(C)NC(=O)C(c1ccc(F)cc1)N(Cc1cccs1)C(=O)c1cnccn1 (configuration not stated)	25	-2	5	3	10	-1	-0.5	2	8
30	N#CCN1C(=O)C(=O)N(Cc2cccc(Cl)c2)C1=O	-3	-29	-5	-31	-4	-10	-0.6	0	-17
31	COc1ccc(NC(=O)CCC(=O)Nc2nnc(C(F)(F)F)s2)c(OC)c1	-4	0	1	17	2	-7	-0.3	-2	-5
32	CC(C)C[C@H]1COCCS(=O)(=O)N1Cc1cccc(F)c1	5	-1	-21	21	19	6	-2.5	-1	-4
33	CCNc1ccc([N+](=O)[O-])cc1	-8	-2	-2	5	10	-18	1.3	1	3
34	COC(=O)c1[nH]c2ccc(F)cc2c1NC(=O)C1=COCCO1	9	13	5	9	-1	-5	-2.0	4	0
35	CC(C)N1CCc2c(sc(NC(=O)CN3C(=O)c4ccccc4C3=O)c2C(N)=O)C1	3	2	-9	2	6	-2	1.6	0	4
36	CCCn1c(CCC(=O)O)ccc1-c1cccs1	22	-6	1	-1	10	0	-0.5	-2	-1
37	COc1cc(/C=N/NC(=O)C2=NNC(=O)C2C)ccc1O (configuration not stated)	15	-2	-2	19	4	3	0.6	-2	-7
38	Cc1[nH]c2ccccc2c1C(=O)/C=C/c1ccccc1Cl	-86	-30	-48	-34	12	15	5.5	4	11
39	COc1ccc2cc3cc(C(=O)NCCCN4CCC(C)CC4)oc3nc2c1	9	-88	.	-33	18	1	3.6	-4	2
40	COC(=O)/C=C/c1cnc[nH]1	-17	3	-10	-8	2	2	2.0	-1	-1
41	O=C(c1ccc(Br)cc1)N(Cc1ccco1)C1CCS(=O)(=O)C1 (configuration not stated)	-3	1	28	-50	-5	0	-1.2	-5	2
42	Cc1ccc(S(=O)(=O)N2CCC(C(=O)N[C@@H](C)C(=O)Nc3ccc(F)cc3)CC2)cc1	28	-13	.	0	7	-8	3.2	-3	-4
43	CN(C)S(=O)(=O)c1cccc(NC(=O)c2ccc(-n3cncn3)c([N+](=O)[O-])c2)c1	9	-2	0	10	10	-10	2.5	-3	-20
44	O=C(O)CCc1nn2c3ccccc3n(CC(=O)c3cccs3)c2nc1=O	-36	-5	-6	15	5	7	-1.4	0	-4
45	Cc1ccc(NC(=O)Cn2cnc3ccccc32)cc1C	5	12	-1	-39	5	-17	-2.1	-3	-5
46	COc1ccc(CN2CCN(CCC(C)C)C(CCO)C2)cc1Cn1cncn1 (configuration not stated)	-2	-10	20	14	7	-3	3.7	-2	8
47	c1ccc(Cn2c(CNc3nc4ccccc4n3CCN3CCCCC3)nc3ccccc32)cc1	57*	-11	14	-45	41	19	4.8	-4	28
48	COc1cc(OC)cc(-c2oc(=O)c3cc(OC)c(OC)cc3c2/C=C/c2ccc(F)cc2)c1	18	4	9	11	20	20	2.8	0	-2
49	O=C(NC1CCN(Cc2cccc([N+](=O)[O-])c2)CC1)c1ccccc1	-1	-8	3	11	7	-9	-1.2	-3	-3
50	CC(=O)C(C(C)=O)C1(O)C(=O)c2ccccc2C1=O	12	20	17	17	10	-1	1.4	-2	-3

Profiles, looked up by structure. Screens in order: Mdm2 MdmX PPI | Jurkat NFkB inh | Gli-Sufu block | 697 NFkB inh | CCR6 antagonist | EBI2 antag | UPR CHOP act | UPR XBP1 act | CXCR6 inh
Cc1ccc(S(=O)(=O)N2CCC(C(=O)N[C@@H](C)C(=O)Nc3ccc(F)cc3)CC2)cc1 is listed with 28 | -13 | . | 0 | 7 | -8 | 3.2 | -3 | -4
CN(C)S(=O)(=O)c1cccc(NC(=O)c2ccc(-n3cncn3)c([N+](=O)[O-])c2)c1 is listed with 9 | -2 | 0 | 10 | 10 | -10 | 2.5 | -3 | -20

Continued.
entry	molecule	Mdm2 MdmX PPI	Jurkat NFkB inh	Gli-Sufu block	697 NFkB inh	CCR6 antagonist	EBI2 antag	UPR CHOP act	UPR XBP1 act	CXCR6 inh
51	Cn1nccc1C(=O)Nc1ccc(S(=O)(=O)N2CCCC2)cc1	9	-1	8	-3	0	-7	2.5	-4	0
52	CCOC(=O)C1=C(CC)Nc2ccccc2N/C1=N\S(=O)(=O)c1ccc2ccccc2c1	17	-6	6	-26	-10	2	-0.9	0	8
53	O=C1/C(=C/c2cccc(Cl)c2)CSc2sccc21	10	-10	4	-5	21	-3	-2.3	4	9
54	CCOC(=O)C1CCN(C(=O)CN(C)S(=O)(=O)c2cc(C)ccc2OC)CC1	5	4	-1	12	2	8	0.1	0	10
55	COC(=O)c1ccc(CNC(=O)c2coc3ccccc3c2=O)cc1	15	1	-3	7	-14	1	0.4	-2	3
56	C/C(=N\NC(=O)c1csc(C)c1C)c1ccco1	-58	-45	-63	-49	7	1	-2.9	-4	2
57	CC(C)c1cccc(C(C)C)c1NC(=O)CN1C(=O)NC2(CCCCCCC2)C1=O	11	23	1	14	3	0	-2.0	2	4
58	O=C(COc1ccc(Cl)cc1)NCc1ccccc1	13	4	1	17	4	26	1.0	1	7
59	O=C(N1CCOCC1)C(F)(F)C(=O)N1CCOCC1	31	4	1	9	6	-8	-1.4	-2	-1
60	O=C1NCC(COc2ccc(Cl)cc2)O1 (configuration not stated)	17	15	22	3	-5	2	0.5	-2	-4
61	O=C(C1CCC1)N1CCN(S(=O)(=O)c2cc(F)ccc2F)CC1	3	8	-3	-3	1	-2	-0.9	-4	-7
62	O=C(COC(=O)c1ncc(Cl)c(Cl)c1Cl)Nc1cccnc1Cl	2	0	-4	-5	-3	-2	0.7	-2	1
63	Cc1csc(NC(=O)CSc2nc(=O)n(CCCN(C)C)c3c2CCC3)n1	5	17	-1	14	4	-4	2.2	1	8

Bioassay records as filed in PubChem.
